Screening results as filed in PubChem.
SMN2 splice up – increases expression of the SMN2 splice variant | 210,000 compounds, 2.8% hits | Potency, µM (highest dose often 46.1 µM), inactives show at the highest dose activity change, positive = activation, most hits filed as activators | AID 1458 | HEK293 SMN2-luciferase splicing reporter, luminescence, 30-36 h; further: % of control where 0% means no effect; nearly all actives have a fitted effect of over 55% in size
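HEK293 cells carry an SMN2 […]–luciferase reporter in which exon 7 inclusion puts luciferase in frame. Cells were plated 10-12 h before compound addition, then incubated 30-36 h at 37C. ONE-Glo luminescence was read; sodium butyrate at 4.5 mM final served as control.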
aGlu spleen mod – inhibits or activates alpha-glucosidase in human spleen homogenate. P10253. human spleen homogenate, 4-MU-alpha-glucoside fluorescence. Potency, µM (highest dose often 79.9 µM), for inactives: at the highest dose activity change, negative = inhibition, usual class: inhibitors. 240,000 compounds, 0.006% hits. AID 2112;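 further: 0% = enzyme with vehicle and -100% = no enzyme basal signal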
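Compounds were titrated against alpha-glucosidase in spleen homogenate at pH 5.0, with 1 mM 4-methylumbelliferyl substrate for 40 min at 37 C. Reactions were quenched with pH 10 NaOH/glycine and fluorescence measured.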
JMJD2E inh – blocks human JMJD2E demethylase activity; JMJD2E catalytic domain, FDH-coupled NADH fluorescence (FDH is formaldehyde dehydrogenase); Potency, µM (top dose mostly 57.1 µM), without a hit: at the highest dose activity change, negative = inhibition, most hits filed as inhibitors; 230,000 compounds, 1.6% hits; active means well fitted inhibition curve with a large enough effect, not every such curve was filed as active; inconclusive means small, poorly fitted or top-dose-only effect, or another doubt; inactive means no such curve, though single readings can be large or run the other way;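 further: 0% = wells with enzyme and -100% = buffer wells without enzyme; nearly all actives have a fitted effect of over 50% in size; many of its hits are not listed in these tables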
Target sequence (B2RXH2 1-337 limits assumed): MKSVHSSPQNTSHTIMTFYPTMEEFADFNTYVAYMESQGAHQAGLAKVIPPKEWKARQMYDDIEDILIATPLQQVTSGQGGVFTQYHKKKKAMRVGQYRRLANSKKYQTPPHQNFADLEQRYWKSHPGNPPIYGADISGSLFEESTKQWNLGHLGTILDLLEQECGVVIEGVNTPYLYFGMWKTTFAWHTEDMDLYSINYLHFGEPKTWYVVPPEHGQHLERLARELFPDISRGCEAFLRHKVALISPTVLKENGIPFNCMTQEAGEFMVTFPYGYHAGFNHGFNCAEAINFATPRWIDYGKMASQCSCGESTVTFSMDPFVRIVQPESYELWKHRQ
RGS12 GoLoco inh – blocks human Gai1 binding to RGS12 GoLoco peptide, red readout | P63096 | Gai1:RGS12 GoLoco peptide FP, rhodamine, 10 min | Potency, µM (series often up to 61.6 µM), without a hit: at the highest dose activity, negative = inhibition, most hits filed as inhibitors | 230,000 compounds, 0.44% hits | AID 880; active means well fitted inhibition curve with a large enough effect, not every such curve was filed as active; inactive means no such curve, though single readings can be large or run the other way; further: on the % scale 0 is the no-effect control and ±100 the full control effect; nearly all actives have a fitted effect of over 30% in size; many of its hits are not listed in these tables
ALDH1A1 inh – inhibitors of human aldehyde dehydrogenase 1A1. Purified ALDH1A1, NADH fluorescence, propionaldehyde substrate. Potency, µM (top dose mostly 75.3 µM), inactives show top-dose activity, negative = inhibition, actives largely listed as inhibitors. 220,000 compounds, 7.3% hits. AID 1030; active means well fitted inhibition curve with a large enough effect, not every such curve was filed as active; inconclusive means small, poorly fitted or top-dose-only effect, or another doubt; inactive means no such curve, though single readings can be large or run the other way;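 further: plate controls were no enzyme wells and a reference inhibitor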
Target sequence (P00352 whole entry, looked up): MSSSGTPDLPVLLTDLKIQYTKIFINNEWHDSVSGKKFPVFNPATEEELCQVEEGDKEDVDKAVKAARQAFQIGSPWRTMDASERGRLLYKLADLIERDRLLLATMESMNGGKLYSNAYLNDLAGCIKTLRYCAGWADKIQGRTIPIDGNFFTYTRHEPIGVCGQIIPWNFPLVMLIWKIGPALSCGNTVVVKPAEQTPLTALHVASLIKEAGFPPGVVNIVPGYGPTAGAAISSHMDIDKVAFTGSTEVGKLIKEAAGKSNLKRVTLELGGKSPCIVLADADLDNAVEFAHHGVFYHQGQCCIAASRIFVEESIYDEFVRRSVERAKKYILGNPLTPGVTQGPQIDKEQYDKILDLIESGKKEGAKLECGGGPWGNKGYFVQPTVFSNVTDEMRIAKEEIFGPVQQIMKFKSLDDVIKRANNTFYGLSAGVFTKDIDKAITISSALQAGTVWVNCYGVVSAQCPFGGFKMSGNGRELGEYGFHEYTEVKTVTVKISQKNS
aGal spleen mod – inhibitors or activators of human alpha-galactosidase in spleen homogenate | P06280 | human spleen homogenate, 4MU-alpha-Gal fluorescence, 40 min | Potency, µM (highest dose often 80 µM), for the others: at the highest dose activity change, negative = inhibition, hits mostly inhibitors | 240,000 compounds, 0.008% hits | AID 2107;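 further: 0% = enzyme with vehicle and -100% = no enzyme basal signal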
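Fluorogenic readout (Ex 365/Em 440 nm) of 4-methylumbelliferone released from 1 mM 4-MU-alpha-galactoside by spleen homogenate, 40 min at 37C, pH 5.0. Data normalized to no-enzyme and enzyme controls; Hill-equation AC50 from compound titrations.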
GAA inhib – blocks human lysosomal alpha-glucosidase; 200,000 compounds, 0.005% hits; purified human GAA, 4-MU-alpha-glucoside fluorescence; Potency, µM (doses to about 76.9 µM), inactives show top-dose activity change, negative = inhibition, most hits filed as inhibitors; P10253;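 further: plate controls were uninhibited enzyme wells for no effect and no-enzyme background for full effect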
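Read-out is 4-methylumbelliferone fluorescence (Ex 365/Em 440 nm) after NaOH/glycine stop at pH 10. Enzyme 4 nM, substrate 400 uM, pH 5.0 citrate buffer, 20 min room temperature; AC50 from Hill-equation concentration-response.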
GAA glycogen mod – alters human alpha-glucosidase cleavage of glycogen. recombinant GAA, glycogen substrate, Amplex Red glucose oxidase fluorescence. Potency, µM (titrated, usually from 76.4 µM), inactives show at the highest dose activity change, negative = inhibition, actives largely listed as inhibitors. 300,000 compounds, 0.38% hits. AID 2100;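 further: 0% = full enzyme reaction and -100% = no-enzyme basal signal; the screen sought inhibitors and activators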
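Recombinant enzyme (4 nM final) with compounds titrated up to 77 uM and bovine liver glycogen (30 ug) in citrate pH 5.0, 0.01% Tween-20, 37 C 40 min. Released glucose detected by Amplex Red/glucose oxidase (Ex 573/Em 610); AC50 from Hill fits.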
The depositor's hits bear a star; ? = inconclusive; · = not tested or not shown; & = joins results of further samples; [ ] = another dose, or the depositor's remark. Unless noted, the call rests on the fitted dose curve; in most records, active means well fitted curve in the direction sought with a large enough effect; inconclusive means small, poorly fitted or top-dose-only effect, or another doubt; inactive means no such curve, though single readings can be large; an effect the other way counts as inactive or inconclusive. Potency means the concentration at half of the fitted maximal effect. A portion of the library. The share of hits here may be higher or lower than overall.

SMILES	SMN2 splice up	aGlu spleen mod	JMJD2E inh	RGS12 GoLoco inh	ALDH1A1 inh	aGal spleen mod	GAA inhib	GAA glycogen mod
CCCCCCCC(O)CC(CC1CCCCC1)C(=O)NN (stereo not given)	-10%	-24%	2%	-1%	?	-11%	0%	-9%
CCOc1ccc(N2CCc3c(C)nc(SC)nc32)cc1	-12%	2%	?	0%	?	-7%	-12%	24%
COc1ccc(C(C(=O)NC(C)(C)C)N(Cc2ccc(C)cc2)C(=O)CCC(=O)Nc2cc(C)on2)cc1 (stereo not given)	-14%	4%	10%	-2%	-3%	10%	-6%	-12%
CC(C)c1ccc(NC(=S)N2CCN(Cc3ccccc3)CC2)cc1	-12%	-6%	-15%	10%	?	-7%	-14%	8%
CN(C)c1ccc(NC(N)=S)cc1	?	-3%	8%	-15%	12µM*	-1%	4%	?
NC(=O)c1ccc(NC(=O)c2cccc(Oc3ccccc3)c2)cc1	-7%	3%	?	-5%	-3%	9%	-7%	7%
Cn1c(N)c(C(=O)COC(=O)CC(NC(=O)c2ccccc2Cl)c2ccccc2)c(=O)n(C)c1=O (stereo not given)	10%	-2%	?	14%	?	2%	-5%	-1%
CC(=O)Nc1nc(CC(C)C)cc(-c2ccccc2)c1C#N	·	-13%	-14%	-2%	2%	-10%	-10%[15.4 µM]	3%
CCC(Oc1ccccc1)C(=O)NCc1cccnc1 (stereo not given)	13%	-6%	3%	6%	-13%	3%	-7%	-9%
O=C(CCCN1C(=O)c2cccc3cccc(c23)C1=O)Nc1nccs1	·	-5%	4%	8%	·	-3%	·	2%
Cc1cccc(C2(c3cccc(C)c3)OC(=O)c3ccccc32)c1	-28%	-3%	4%	-2%	15%	-9%	0%	-3%
O=C(O)CC(NC(=S)NCc1ccccc1)C(=O)O (stereo not given)	-6%	4%	2%	-3%	1%	3%	7%	?
Cc1cccc(N(C(=O)c2cnc3n(c2=O)CCS3)C2CCCCC2)c1	-19%	1%	-3%	6%	-2%	-4%	-4%	4%
Cc1ccc(C)c(OC(=O)c2ccncc2)c1	6%	0%	-6%	-20%	0%	26%	3%	15%
O=C(Nc1ccc2c(c1)OCO2)N1CCN(c2cccc(C(F)(F)F)c2)CC1	-42%[inhibitor]	-20%	-4%	5%	-1%	13%	-3%	-11%

By substructure: the compounds so far containing a halogen (2)
SMILES	SMN2 splice up	aGlu spleen mod	JMJD2E inh	RGS12 GoLoco inh	ALDH1A1 inh	aGal spleen mod	GAA inhib	GAA glycogen mod
Cn1c(N)c(C(=O)COC(=O)CC(NC(=O)c2ccccc2Cl)c2ccccc2)c(=O)n(C)c1=O (stereo not given)	10%	-2%	?	14%	?	2%	-5%	-1%
O=C(Nc1ccc2c(c1)OCO2)N1CCN(c2cccc(C(F)(F)F)c2)CC1	-42%[inhibitor]	-20%	-4%	5%	-1%	13%	-3%	-11%

Following part.
SMILES	SMN2 splice up	aGlu spleen mod	JMJD2E inh	RGS12 GoLoco inh	ALDH1A1 inh	aGal spleen mod	GAA inhib	GAA glycogen mod
CSc1nc2cc(C)nn2c(-c2ccccc2)c1C#N	·	2%	-2%	-2%	·	-3%	·	6%
C=CCN1C=C2C(=O)C(C)(OC(=O)CC)C(=O)C=C2C=C1CCCC (stereo not given)	16%[9.22 µM]	-4%[17.4 µM]	-5%[11.4 µM]	9%[14.2 µM]	-8%[13.5 µM]	6%[17.5 µM]	·	6%
O=C(NNC1OC(CO)C(O)C(O)C1O)c1cccc(Br)c1 (stereo not given)	-42%[inhibitor]	-7%	38%[activator]	-5%	11µM*	2%	4%	-16%
COc1ccccc1C1C=C(c2ccc(Cl)cc2)Nc2nc(NS(C)(=O)=O)nn21 (stereo not given)	-11%	0%	?	-26%	?	5%	12%	-2%
O=c1c2cc(-c3ccccc3)sc2nc2n1CCC2	3.2µM*	5%	35µM*	0%	?	-4%	?	-7%
Nc1cccc(Oc2c(F)c(F)c(Oc3cccc(N)c3)c(F)c2F)c1	·	2%	-9%	2%	·	2%	·	-4%
CC(C)c1ccc(NC(=O)C(c2ccccc2)N2CC(=O)Nc3ccccc32)cc1 (stereo not given)	-9%	6%	-2%	-5%	?	-6%	6%	1%
COc1ccc(C2/C=C\CN(C(=O)Oc3ccccc3)CC(=O)N2Cc2ccc(F)cc2)cc1 (stereo not given)	·	-2%&6%	1%	1%	·	1%&4%	·	-4%
CCCCN1C(=O)N(C)C2C1N(C)C(=O)N2CCCC (stereo not given)	-16%	1%	1%	-11%	-1%	1%	?	8%
CCCCCCCCCCCCCCCCCCOC[C@@H](O)COP(=O)([O-])OCC[N+](C)(C)C	-3%	9%	-1%	0%	5%	-12%	·	·
CCCCN(C(=O)/C=C/c1ccc(OCC(C)C)c(OCC)c1)c1c(N)n(CCC)c(=O)[nH]c1=O	7%	·	-11%	10%	11%	4%	-2%	-8%
COc1ccc(CCNC2CC(=O)N(CCc3ccccc3)C2=O)cc1OC (stereo not given)	-8%	-7%	-14%	2%	?	-3%	2%[15.4 µM]	11%
Cc1ccc(C)c(-c2csc(NC(=O)c3cnccn3)n2)c1	-32%[inhibitor]	-3%	-28%	8%	0%	-6%	0%	5%
O=c1c2cc(Br)ccc2nc(-c2ccc([N+](=O)[O-])cc2)n1O	-74%[inhibitor]	·	5%	7%	-7%	1%	-11%	-3%
Cc1cccc(OCC(=O)Nc2cccc(C(=O)Nc3ccccc3C(=O)O)c2)c1	18%	-4%	1%	41%[activator]	5.6µM*	?	-6%	11%

JMJD2E inh, what is marked active above
| Molecule | SMN2 splice up | aGlu spleen mod | JMJD2E inh | RGS12 GoLoco inh | ALDH1A1 inh | GAA inhib | GAA glycogen mod |
| --- | --- | --- | --- | --- | --- | --- | --- |
| O=c1c2cc(-c3ccccc3)sc2nc2n1CCC2 | 3.2µM* | 5% | 35µM* | 0% | ? | ? | -7% |

Random excerpt: four records from the list
SMILES	SMN2 splice up	aGlu spleen mod	JMJD2E inh	RGS12 GoLoco inh	ALDH1A1 inh	aGal spleen mod	GAA inhib	GAA glycogen mod
Nc1cccc(Oc2c(F)c(F)c(Oc3cccc(N)c3)c(F)c2F)c1	·	2%	-9%	2%	·	2%	·	-4%
COc1ccc(CCNC2CC(=O)N(CCc3ccccc3)C2=O)cc1OC (stereo not given)	-8%	-7%	-14%	2%	?	-3%	2%[15.4 µM]	11%
O=c1c2cc(-c3ccccc3)sc2nc2n1CCC2	3.2µM*	5%	35µM*	0%	?	-4%	?	-7%
CCCCCCCCCCCCCCCCCCOC[C@@H](O)COP(=O)([O-])OCC[N+](C)(C)C	-3%	9%	-1%	0%	5%	-12%	·	·

(next part)
SMILES	SMN2 splice up	aGlu spleen mod	JMJD2E inh	RGS12 GoLoco inh	ALDH1A1 inh	aGal spleen mod	GAA inhib	GAA glycogen mod
CN(C)C(=O)c1ccc(-c2ccc3ncnc(Nc4ccc(F)cc4)c3c2)cc1	·	4%	·	11%	-4%	6%	·	·
CCOC(=O)c1c(-c2ccc(C)s2)csc1N	10%	-1%	1%	12%	3.2µM*	3%	1%	-26%
Cc1ccc(NC(=O)C2CC(=O)n3c(nc4ccccc43)N2)cc1Cl (stereo not given)	-2%	-1%	1%	8%	21%	-4%	-2%	9%
CCOC(=O)N1CCN(c2cccc(C)c2C)CC1	-16%	-1%	2%	-6%	?	2%	-3%	2%
C[C@@H](NC(=O)c1coc(=O)c(Br)c1)c1ccccc1	13µM*	-1%	0%	-5%	?	1%	5%	3%
CC(C)CNS(=O)(=O)c1cc(C(=O)O)c(Cl)cc1Cl	·	2%	5%	6%	·	-2%	·	2%
COC(=O)c1ccc(C(=O)OC)c(NC(=O)CSCC(=O)O)c1	·	-1%	-15%	5%	-8%	7%	-8%	10%
CCCCOc1[nH]c2nc(-c3ccco3)n(Cc3ccco3)c(=N)c2c1C#N	-21%	-9%	?	-1%	?	1%	-2%	-1%
C(#CCN1CCOCC1)COCCCOC(c1ccccc1)c1ccccc1	2%	-4%	-2%	4%	-2%	-7%	-1%	3%
O=C(CSCc1nc2ccccc2[nH]1)Nc1ccccc1	·	-8%	-4%	·	6%	-9%	-15%	3%
CC(C)C(=O)Nc1cccc(NC(=O)CCN2C(=O)c3ccccc3S2(=O)=O)c1	5%	4%	9%	-6%	?	0%	-13%	-3%
CCN(CC)CCOC(=O)c1ccc(N/C=C(/C#N)c2nc(-c3cccc(OC)c3)cs2)cc1	·	-1%	353%	36%[activator]	·	-2%	·	7%
CCOc1ccc2nc(N/C(N)=N/C(=S)Nc3cccc(C)c3)nc(C)c2c1	-29%	-12%	?	5%	-3%	18%	-13%	-6%
Cc1c(CN(C)C(=O)c2ccc(Br)o2)cnn1C	15%	-21%	-6%	-7%	-3%	-13%	-9%	8%
CC(O)c1nc2ccccc2n1C1CCCCC1 (stereo not given)	-9%	-13%	3%	-3%	0%	-4%	4%	2%
CCOC(=O)Cc1csc(NC(=O)CSc2nnnn2-c2ccc(CC)cc2)n1	-8%	-2%	11%	4%	-6%	5%	-3%	-1%
COCCCNC(=O)c1c[nH]c2ccc(S(=O)(=O)N3CCc4ccccc43)cc2c1=O	·	-3%	-1%	8%	?	3%	-14%	-16%
CC1=CC(=O)N(c2cccc(C(F)(F)F)c2)C1c1ccc(Cl)cc1 (stereo not given)	-16%	-7%	-9%	9%	1%	-14%	-12%	-3%
NS(=O)(=O)c1ccc(NC(=O)COC(=O)C2CCCCC2)cc1	1%	0%	5%	2%	-18%	-4%	5%	12%
Brc1ccc(Sc2cnc3ccccc3n2)cc1	-11%	1%	1%	-6%	-8%	1%	-5%	7%
COc1cc(C2C(C#N)=C(N)OC3=C2C(=O)CC(C)(C)C3)ccc1OCCN1CCOCC1 (stereo not given)	·	5%	-7%	9%	·	1%	·	0%
CCN1C(=O)CC(N2CCN(c3ccc(Cl)cc3)CC2)C1=O (stereo not given)	-9%	5%	0%	2%	-3%	10%	4%	11%
O=C(c1ccc2c(c1)OCCO2)N1CCN(Cc2ccccc2)CC1	-16%	-5%	-10%	5%	?	-2%	-2%	8%
CC(C)Cn1c(=O)c2ccccc2n2c(SCC(=O)N3c4ccccc4CC3C)nnc12 (stereo not given)	-41%[inhibitor]	-5%	-9%	3%	?	-2%	2%	8%
